SRC3 TRFRET art: flags TR-FRET format artefacts in PPARgamma SRC-3 recruitment agonist screen. TR-FRET artefact counter-screen, PPARgamma/SRC-3 format; active compounds read high. TR-FRET ratio at 8 µM. 0.39% of 99,000 active; in the data active means TR-FRET ratio above about 2000; further: inactives centre near 1600; reference of the scale not given here
SRC1 TRFRET art: flags TR-FRET format artefacts in PPARgamma SRC-1 recruitment agonist screen; TR-FRET detection artefact counter-screen, emission ratio; active compounds read high; TR-FRET ratio at 8 µM; 0.34% of 99,000 active; AID 1051; in the data active means TR-FRET ratio above about 2300; further: inactives centre near 1800; reference of the scale not given here
* marks the source's active call; other numbers are inactive results. This is a subset; count on the stated rates, not on these rows.

Molecule | SRC3 TRFRET art | SRC1 TRFRET art
CC(=O)Nc1ccccc1OCC(=O)NCCc1ccc(Cl)cc1Cl | 1549 | 1533
Cc1ccc(C(=O)Nc2ccc3c(c2)OCO3)cc1NC(=O)c1ccco1 | 1536 | 1577
COc1ccc(NC(=O)Cn2c(NCC(C)O)nc3ccccc32)cc1Cl (stereo not drawn) | 1653 | 1801
O=C(Cn1nnc(-c2cccs2)n1)NCc1ccco1 | 1655 | 1789
CCCCNC(C(=O)Nc1cccc(S(=O)(=O)N2CCOCC2)c1)c1ccccc1 (stereo not drawn) | 1528 | 1806
Cc1ccc2nc(SCn3nnc4ccccc4c3=O)[nH]c2c1 | 1642 | 1530
O=C(NCc1nc2ccccc2[nH]1)C1=C[C@@H](c2ccccc2)C[C@@H](OCCCCO)O1 | 1609 | 1598
COc1ccc(CNC(=S)Nc2ccc3nc(N4CCN(C)CC4)cc(C)c3c2)cc1 | 1753 | 1802
O=C(NCc1ccco1)/C(=C\c1cccs1)NC(=O)c1ccsc1 | 1328 | 1579
CC(C)OC(=O)C1CC(C)(O)C(=O)C(C(=O)OC(C)C)C1c1ccc([N+](=O)[O-])cc1 (stereo not drawn) | 1608 | 1645
COc1cc(C2NC(=S)NC(c3ccccc3)=C2C(C)=O)cc(Br)c1OCC(N)=O (stereo not drawn) | 1282 | 1711
COc1ccc(/C=C/C(=O)N2CCC(c3ccccc3)C2)cc1 (stereo not drawn) | 1390 | 1362
CSc1cccc(NC(=O)COc2ccccc2C)c1 | 1522 | 1753
CC(C)COCC(O)CCC(=O)NNC(=S)Nc1ccccc1 (stereo not drawn) | 1555 | 1613
OCCC1CN(Cc2cnc(-c3ccccc3)s2)CCN1C1CCCCC1 (stereo not drawn) | 1444 | 1561
COc1ccc(-c2cn3cc(C(=O)NN)ccc3n2)cc1 | 1487 | 1718
O=C(NCCc1ccc(Cl)cc1)c1nnc(Cc2ccc(Cl)cc2)o1 | 1573 | 1706
CC(=O)N(c1nc(CCl)cs1)c1c(C)cc(C)cc1C | 1438 | 1372
N#CCCN(C(=O)COC(=O)c1ccc2c(=O)n3c(nc2c1)CCC3)c1ccccc1 | 1377 | 1578
Cc1cc(C(=O)OCC(=O)Nc2nnc(C(C)C)s2)c2ccccc2n1 | 1661 | 1894
O=C(Nc1ccc(F)cc1F)c1cc2ncc(CCCl)cn2n1 | 1558 | 2112
COc1ccc(-c2c(C)n([O-])c3c([n+]2=O)CCCCC3)cc1OC | 1685 | 1699
CCOCCCNC(=O)C(NC(=O)Cc1c[nH]c2ccccc12)c1ccc(OC)cc1 (stereo not drawn) | 1408 | 1753
CCn1cc(-c2csc(N)n2)c(C)n1 | 1587 | 1985
O=C(NCCn1cc(SCC(=O)N2CCOCC2)c2ccccc21)c1ccccc1 | 1479 | 1721
COCC(C)n1c(C)cc(C(=O)CSc2nnnn2-c2ccc(O)cc2)c1C (stereo not drawn) | 1682 | 1811
O=C(CN1C2=NCCCN2c2ccccc21)c1cccc(Br)c1 | 1505 | 1479
CCOc1ccc2[nH]c(SCC(=O)OC)c([N+](=O)[O-])c2c1 | 1623 | 1935
CCNS(=O)(=O)c1ccc(NC(=S)NCc2ccco2)cc1 | 1419 | 2004
Cc1ccc(C)c(NCc2n[nH]c(=S)n2-c2ccccc2)c1 | 1629 | 1896
FC(F)Sc1nc(-c2ccccc2)c(-c2ccccc2)n1C(F)F | 1606 | 1897
COC(=O)Cc1[nH]n(-c2nc3ccccc3s2)c(=O)c1C(C)=Nc1ccc(C)cc1 | 1833 | 2096
OCCN1CCN(CC(O)COCC2COc3ccccc3O2)CC1 (stereo not drawn) | 1484 | 1584
CC(=C/c1ccccc1)/C=N/Nc1nc(N2CCOCC2)nc(N2CCOCC2)n1 | 1490 | 1984
CCOC(=O)c1c(-c2ccc(C)cc2)csc1NC(=O)CCN1CC(C)OC(C)C1 (stereo not drawn) | 1523 | 1925
O=C1c2ccccc2NC(c2ccc3c(c2)OCCO3)N1c1ccc2c(c1)OCCO2 (stereo not drawn) | 1807 | 1897
O=C(O)c1cccc(-c2ccc(/C=N/NC(=O)C3COc4ccccc4O3)o2)c1 (stereo not drawn) | 1567 | 2003
CCO[C@@H]1OC(C(=O)NCc2nc3ccccc3[nH]2)=C[C@H](C2CCCCC2)[C@H]1CCCO | 1562 | 1752
COc1ccc(CC(=O)Nc2cccc(C(=O)NN3C(=O)c4ccccc4C3=O)c2C)cc1 | 1430 | 1822
CN(C)S(=O)(=O)c1ccc(C(=O)Nc2nnc(SCc3cccc4ccccc34)s2)cc1 | 1584 | 1825
COc1cc(C#N)c(NC(=O)CN2CCN(CCO)CC2)cc1OC | 1499 | 1916
O=C(CC1CCC1)NC(c1ccccc1)c1ccccc1 | 1602 | 1591
COc1ccc(/C=N/NC(=O)C(C)Sc2ccccn2)cc1[N+](=O)[O-] (stereo not drawn) | 1564 | 1813
O=C(NC(Cc1ccccc1)C(=O)O)/C(=C/c1ccc(Cl)cc1)NC(=O)c1ccccc1 (stereo not drawn) | 1592 | 1866
O=[N+]([O-])c1ccc(/C=N/NC(=S)Nc2ccccc2)o1 | 1569 | 1884
CC(=O)c1c(C)[nH]c(C(=O)COC(=O)c2cc(S(=O)(=O)N(C)c3ccccc3)ccc2Cl)c1C | 1473 | 1720
N#Cc1c[nH]n2c(=O)c3c(nc12)CCC3 | 1399 | 1540
CCOC(=O)c1c(-c2ccccc2)csc1NC(=O)CSc1nnc(C)s1 | 1572 | 2043
O=[N+]([O-])c1cc(/C=N/NC(=S)Nc2ccccc2Cl)ccc1Cl | 1415 | 1470
CC1CCN(CC(=O)c2cccs2)CC1 | 1754 | 1847

(continued)
Molecule | SRC3 TRFRET art | SRC1 TRFRET art
COc1ccc(/C=C(/NC(=O)c2ccco2)C(=O)N2CCCC2=O)cc1 | 1456 | 1881
Cc1cc(NCCCO)n2nc(-c3cccs3)cc2n1 | 1634 | 1542
Cc1ccc(/C=N/n2c(C)nnc2C)o1 | 1397 | 1745
O=C(NCc1cccs1)C(=O)NCC1OCCCN1S(=O)(=O)c1ccc(F)cc1 (stereo not drawn) | 1591 | 1596
COc1ccc(/C=N\NC(=O)c2c(C)nc3ccc(Br)cn23)cc1 | 1458 | 1895
Cc1ccc(C(=O)O)cc1NC(=O)Nc1ccc2c(c1)OCO2 | 1524 | 1983
CSC(=NC(C)c1ccccc1)NS(=O)(=O)c1cccs1 (stereo not drawn) | 1578 | 2122
COc1ccc(C)cc1S(=O)(=O)N(C)CC(=O)NC1CCCCCC1 | 1509 | 1814
Cc1ccc(NC(=O)COC(=O)CN2C(=O)NC(C)(C)C2=O)cc1S(=O)(=O)N1CCOCC1 | 1628 | 1767
COC(=O)c1ccc(=O)n(CC(=O)c2ccc(Cl)cc2)c1 | 1482 | 1867
CCCc1c(C)nc2ccc(OC)cc2c1SCCC(=O)O | 1468 | 1578
COc1ccc(-n2c(Cc3cccn3C)nnc2SCC(=O)Nc2cc(C)cc(C)c2)cc1 | 1741 | 1727
O=C(C1CCC1)N1CCC(O)(c2cccc(F)c2)CC1 | 1865 | 1873
Cc1cccc(-c2ncc(CN3CCC(CO)(CCCc4ccccc4)CC3)cn2)c1 | 1419 | 1876
CC1(C)OC(C)(C)/C(=C/Nc2ccccc2)C1=O | 1741 | 1721
COc1ccc(N(C)S(=O)(=O)c2cccc3nsnc23)cc1 | 1551 | 1823
Cn1nnnc1SCC(=O)NNC(=O)c1ccc(Br)cc1 | 1297 | 1580
C=CCn1c(SCCC)nc2sc3c(c2c1=O)CCc1ccccc1-3 | 1668 | 1957
Cc1ccc(NC(=O)c2ccccc2NS(=O)(=O)c2ccc(Cl)s2)cc1 | 1397 | 1523
CCc1cc(-c2nc(N)ncc2-c2csc(C)n2)c(O)cc1OC | 1575 | 1841
COCCNc1nc(-c2ccccc2)nc2ccccc12 | 1508 | 2004
CC(=O)c1ccc(NC(=O)c2ccc3c(Cl)c4c(nc3c2)CCCC4)cc1 | 1576 | 1561
COC(=O)C1C(=O)C2=C(CC1C)Nc1ccccc1NC2c1cccs1 (stereo not drawn) | 1715 | 1785
Cc1cc(N=NC(=O)c2ccccc2O)c2ccccc2c1O | 1721 | 1631
CC(C)(C)NC(=O)COC(=O)c1ccc(NC(=O)CC#N)cc1 | 1499 | 1912
Cc1ccnc(NC(=O)Nc2ccc3c(c2)OCO3)c1 | 1596 | 1984
COc1ccc(-n2c(SCC(=O)Nc3ncc(Cl)cc3Cl)nc3ccccc32)cc1 | 1423 | 2056
Cc1cc(C)cc(NC(=O)CSc2ccc(-c3ccco3)nn2)c1 | 2006 | 2120
COc1ccc(C)cc1S(=O)(=O)N1CC(C)OC(C)C1 (stereo not drawn) | 1787 | 1759
O=C(N/N=C/c1ccc2nccnc2c1)c1cccc([N+](=O)[O-])c1 | 1520 | 1537
CCN(CC)C1CCN(C(=O)CCc2nnc(CCc3ccccc3)o2)C1 (stereo not drawn) | 1642 | 1627
Cc1cccc2sc(N(CCN(C)C)C(=O)c3cc(Cl)sc3Cl)nc12 | 1444 | 1826
CC(Sc1nncn1C)C(=O)Nc1nnc(C(C)C)s1 (stereo not drawn) | 1377 | 1691
O=C1N(Cc2cccc(Cl)c2)C[C@@H]2C[C@@H](c3c[nH]c4ccccc34)N3CCC[C@@]123 | 1627 | 1857
CCC(=O)Nc1ccc(C(=O)NNC(=O)Cc2ccccc2)cc1 | 1411 | 1810
CC(C)CNC(=O)COC(=O)c1ccc(Cl)c(S(=O)(=O)N2CCc3ccccc32)c1 | 1575 | 1748
CCN1C(=O)C2(SC(NC(C)=O)=NN2C(C)=O)c2cc(C)cc(C)c21 (stereo not drawn) | 1728 | 1912
CCN1CCN(C(c2cccs2)C(C)NC(=O)C(C)C)CC1 (stereo not drawn) | 1550 | 2056
O=C(c1ccc(OC2CCN(Cc3ccccn3)CC2)cc1)N1CCCC(O)C1 (stereo not drawn) | 1471 | 1600
OCC1(CCOc2ccccc2)CCN(CCCn2cccn2)CC1 | 1798 | 1822
COC(=O)C1CCN(CCCOc2ccc(CN3CCN(c4ccc([N+](=O)[O-])cc4)CC3)cc2)CC1 | 1414 | 1830
CCCCCCCCNC(C)C(O)c1ccc(SC(C)C)cc1 (stereo not drawn) | 1603 | 1751
CCOC(=O)c1csc(NC(=O)c2ccc(OCC)cc2)n1 | 1487 | 1895
O=C1CN(C(=O)c2cc3ccccc3o2)c2ccccc2N1 | 1806 | 1990
O=C(/C=C/c1ccccc1[N+](=O)[O-])NCC1CCCO1 (stereo not drawn) | 1469 | 1745
CCOC(=O)N1CCN(C(=O)Nc2ccccc2)CC1 | 1593 | 1731
CCOC(=O)C1CCN(C2CC(=O)N(c3cccc(Cl)c3)C2=O)CC1 (stereo not drawn) | 1388 | 1623
CCOCCCNC(=S)Nc1ccc2nc(N3CCCC3)cc(C)c2c1 | 1641 | 1777
CCC(C)C(NC(=O)OC(C)(C)C)C(=O)NC(C(=O)NC(C)C(N)=O)C(C)C (stereo not drawn) | 1620 | 1544
COc1ccc(NC(=O)COC(=O)/C=C/c2ccccc2[N+](=O)[O-])cc1 | 1562 | 1895

3 entries out of the list, sorted by formula weight, smallest number first.
Molecule | SRC3 TRFRET art | SRC1 TRFRET art
CCOC(=O)c1csc(NC(=O)c2ccc(OCC)cc2)n1 | 1487 | 1895
CCN1CCN(C(c2cccs2)C(C)NC(=O)C(C)C)CC1 (stereo not drawn) | 1550 | 2056
COc1ccc(-n2c(SCC(=O)Nc3ncc(Cl)cc3Cl)nc3ccccc32)cc1 | 1423 | 2056

New compounds follow:
Molecule | SRC3 TRFRET art | SRC1 TRFRET art
COCCCNCCCCOc1ccc(C)cc1[N+](=O)[O-] | 1572 | 1887
COc1cc(CC(=O)OCC(=O)Nc2ccc3c(c2)OCCO3)cc(OC)c1OC | 1478 | 1769
Cc1ccn2c(C(=O)N/N=C/c3ccc(CNC(=O)C(=O)Nc4ccc(C)c(C)c4)o3)c(C)nc2c1 | 1743 | 2020
Cc1ccc(S(=O)(=O)NCCNc2ccccc2[N+](=O)[O-])cc1 | 1497 | 1588
COc1ccc(C2(CNC(=O)c3ccc(OC)c([N+](=O)[O-])c3)CCCCC2)cc1OC | 1689 | 1900
O=C(CSc1ccc(-c2ccncc2)nn1)c1ccccc1 | 1653 | 1837
CC(C)c1cc(=O)oc2c3c4c(cc12)CCCN4CCC3 | 1765 | 1437
CCc1ccccc1NC(=S)N(CCCN1CCN(C)CC1)Cc1cccs1 | 1596 | 1738
NC(C(=O)O)C1CC(Cl)=NO1 (stereo not drawn) | 1687 | 1528
CC(C)c1onc(C(=O)N2CCCCC2C)c1[N+](=O)[O-] (stereo not drawn) | 1419 | 1619
Brc1ccccc1-c1cnco1 | 1706 | 2010
O=S(=O)(NCCCc1ccccc1)c1cccc2nsnc12 | 1545 | 2029
CCNC(=S)N/N=C/c1cc(C)n(-c2ccc(Cl)cc2)c1C | 1538 | 2013
COc1ccc(C2CC(=O)c3cnn(-c4nc(C)cc(C)n4)c3C2)cc1 (stereo not drawn) | 1543 | 1804
CCC(OC(=O)c1nsc(Cl)c1Cl)C(=O)NCCOC (stereo not drawn) | 1640 | 1793
O=C(NCCc1ccccc1)c1ccc(-c2ccccc2C(F)(F)F)o1 | 1376 | 1709
Cc1ccc2c(C)nc(SC(C(=O)c3ccccc3)c3ccccc3)nc2c1 (stereo not drawn) | 1454 | 1704
O=c1[nH]c(SCCOc2ccccc2F)nc2ccccc12 | 1502 | 1643
Cc1ccc(C(=O)N/N=C(/CC(=O)c2cccs2)C(F)(F)F)cc1 | 1771 | 1699

Shown as labelled records: 4 of the compounds above.
mol: CC(=O)c1c(C)[nH]c(C(=O)COC(=O)c2cc(S(=O)(=O)N(C)c3ccccc3)ccc2Cl)c1C
  SRC3 TRFRET art = 1473
  SRC1 TRFRET art = 1720

mol: N#Cc1c[nH]n2c(=O)c3c(nc12)CCC3
  SRC3 TRFRET art = 1399
  SRC1 TRFRET art = 1540

mol: CCOC(=O)c1c(-c2ccccc2)csc1NC(=O)CSc1nnc(C)s1
  SRC3 TRFRET art = 1572
  SRC1 TRFRET art = 2043

mol: O=[N+]([O-])c1cc(/C=N/NC(=S)Nc2ccccc2Cl)ccc1Cl
  SRC3 TRFRET art = 1415
  SRC1 TRFRET art = 1470

Screens as filed in PubChem.
